Assay outcomes deposited in PubChem by several laboratories.
PP5 inh – PP5 phosphatase inhibitors, primary screen, biochemical, fluorescence; Serine/threonine-protein phosphatase 5 (Homo sapiens), P53041; purified PP5c, OMFP substrate fluorescence; actives 0.18% (n = 320,000); inhibition, % at 6.7 µM;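 active = inhibition above the campaign's mean inhibition across all tested compounds plus 3 SD, cut at about 9.5% in these data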;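 note: 0% = DMSO only and 100% = 100 µM cantharidin control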
Target sequence (P53041 whole entry, looked up): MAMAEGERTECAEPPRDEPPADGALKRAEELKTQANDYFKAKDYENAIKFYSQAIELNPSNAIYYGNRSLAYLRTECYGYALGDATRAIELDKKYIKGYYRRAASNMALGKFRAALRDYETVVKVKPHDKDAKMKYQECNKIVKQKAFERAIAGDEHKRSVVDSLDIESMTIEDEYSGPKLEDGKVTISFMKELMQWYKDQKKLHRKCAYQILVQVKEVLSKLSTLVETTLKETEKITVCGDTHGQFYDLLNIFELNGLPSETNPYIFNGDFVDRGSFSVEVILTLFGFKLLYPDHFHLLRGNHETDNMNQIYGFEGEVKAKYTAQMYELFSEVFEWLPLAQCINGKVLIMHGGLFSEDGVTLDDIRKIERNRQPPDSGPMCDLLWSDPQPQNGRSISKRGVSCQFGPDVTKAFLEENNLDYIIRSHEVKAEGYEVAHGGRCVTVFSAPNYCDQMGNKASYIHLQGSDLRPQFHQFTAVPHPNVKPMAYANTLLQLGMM
GASC-1 inh – inhibitors of GASC-1 histone demethylase, primary screen, biochemical, fluorescence, DELFIA europium; AID 2099, 2009; GST-JMJD2C(1-420) H3K9me3 demethylation; actives 0.069% (n = 330,000); inhibition, % at 2.35 µM;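 active = more than half of a compound's replicate wells show inhibition beyond 50%, single wells judged on their own value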;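 note: signal counts dimethyl H3K9 product captured on neutravidin plate; 0% = median of DMSO wells and 100% = 0.3 times that DMSO median; strong numbers were not always called active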
core dimer inh – inhibitors of HCV core protein dimerization, primary screen, biochemical, TR-FRET, high-throughput. TR-FRET GST/Flag-core106 dimerization, 1536-well. inhibition, % at 5 µM. actives 0.33% (n = 300,000). AID 1899, 2009;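 active = inhibition above the mean of all tested compounds plus 3 SD, set per screening campaign, cut at about 45% in these data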
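Material: Tagged HCV core106 pair (GST and Flag) | Amount: GST-core106 13.5 nM, Flag-core106 17 nM | Medium: KF-containing HEPES buffer, pH 7.45, DTT, CHAPS, BSA | Reagent: Eu donor and XL665 acceptor anti-tag antibodies | Schedule: 4 h at 22.5 °C | Technique: Time-resolved FRET, ex 340 nm, em 617 and 671 nm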
PP1 inh – PP1-alpha phosphatase inhibitors, primary screen, counter-screen for PP5 inhibitor project, biochemical, fluorescence, OMFP substrate, single point; purified PP1alpha; Serine/threonine-protein phosphatase PP1-alpha catalytic subunit (Homo sapiens), P62136; inhibition, % at 6.7 µM; actives 0.9% (n = 320,000);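 active = inhibition above the mean inhibition of all tested compounds plus 3 SD, computed separately for each screening campaign, cut at about 15% in these data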
Target sequence (P62136 whole entry, looked up): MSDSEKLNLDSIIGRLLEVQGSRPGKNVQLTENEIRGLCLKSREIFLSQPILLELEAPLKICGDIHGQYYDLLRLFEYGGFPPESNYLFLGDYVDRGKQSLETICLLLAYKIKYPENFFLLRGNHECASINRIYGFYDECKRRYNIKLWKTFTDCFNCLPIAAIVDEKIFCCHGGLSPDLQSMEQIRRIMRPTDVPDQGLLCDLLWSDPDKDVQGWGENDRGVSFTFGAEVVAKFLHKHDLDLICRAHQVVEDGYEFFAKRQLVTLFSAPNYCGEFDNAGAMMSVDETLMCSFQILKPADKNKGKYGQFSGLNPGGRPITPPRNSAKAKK
CTSL1 counter – Fasciola hepatica cathepsin L1 inhibitors, primary screen, counter-screen for PFM18AAP inhibitor project, biochemical, QFRET, fluorogenic peptide substrate; recombinant F. hepatica cathepsin L1, Z-Leu-Arg-MCA fluorescence; inhibition, % at 5.96 µM; actives 0.49% (n = 300,000);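 active = inhibition above the mean of all tested compounds plus 3 SD, set per screening campaign, cut at about 17% in these data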;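 note: 0% = plate median of test compound wells and 100% = 1 µM Z-Phe-Ala-diazomethylketone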
ZTA counter – counter-screen for EBNA-1 inhibitors: inhibitors of Epstein-Barr virus ZTA | ZTA-DNA binding, fluorescence polarization | inhibition, % at 11 µM | actives 0.15% (n = 320,000) | P03206; in the data active = inhibition above about 33%
CR mimetic SO – reduction of superoxide in aged yeast, primary screen, HTS; S. cerevisiae aged cells, superoxide DHE fluorescence; active compounds read low; superoxide response (% of plate mean), % at 10 µM; actives 0.18% (n = 330,000);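 active = superoxide response under a set limit, about three screen SD below normal, cut at about 65% in these data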;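 note: yeast aged for seven days with compound at 30 °C before DHE staining; 100% = average MFI of all compound-treated wells on the plate with controls excluded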
TPT1 inhibitor – Candida albicans TPT1 enzyme inhibitors, primary screen, biochemical, fluorescence polarization | tRNA 2'-phosphotransferase TPT1 (Candida albicans SC5314) | AID 1962, 2009 | recombinant caTPT1, FP RNA substrate dephosphorylation | actives 0.81% (n = 300,000) | inhibition, % at 5 µM;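 active = inhibition above the mean of all tested compounds plus 3 SD, set per screening campaign, cut at about 24% in these data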;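 note: plate controls were DMSO alone for no effect and ferristatin control at 100 nM for full effect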
EBNA-1 inhibitor – EBNA-1 DNA-binding inhibitors, primary screen, biochemical, fluorescence polarization | inhibition, % at 14.8 µM | actives 0.34% (n = 300,000) | AID 1950, 2009; in the data active = inhibition above about 28%
An asterisk follows results filed as active; i = inactive.

SMILES	PP5 inh	GASC-1 inh	core dimer inh	PP1 inh	CTSL1 counter	ZTA counter	CR mimetic SO	TPT1 inhibitor	EBNA-1 inhibitor
Cc1cc(CNC(=O)C2CCC(=O)N(Cc3ccccc3F)C2)nn1C (stereo not drawn)	2.6	-5	-1	3	0	-4	104	-1	-2
C=CCc1c(C)nc2c(C(=O)O)cnn2c1C	-2.0	2	-5	-1	-1	8	88	-2	9
CCn1c(SCC(=O)Nc2nonc2C)nnc1-c1ccco1	0.7	20	-5	3	1	7	83	-5	2
CCOC(=O)C1(Cc2ccccc2)CCN(Cc2cccc(OC)c2O)CC1	-1.0	-6	0	1	18*	15	103	-5	7
COc1ccc(NC(=O)CCN2CCCC2)c(OC)c1	1.6	-3	-6	-2	3	-23	109	-6	-2
CC1CCCC(C)N1S(=O)(=O)c1ccc(S(=O)(=O)NCCc2ccncc2)cc1 (stereo not drawn)	0.8	18	5	-4	2	6	109	-3	0
Oc1ccc(N=C/C=C/c2ccc(Br)cc2)cc1-c1nc2ccccc2s1	2.2	12	28	8	-3	0	100	1	8
O=C(c1cccs1)N1N=C(c2ccccc2)CC1c1ccccc1 (stereo not drawn)	5.0	11	17	4	2	0	85	-4	0
CN(C)c1ccc(N2C(=NC(=O)CC3CCCCC3)SC3CS(=O)(=O)CC32)cc1 (stereo not drawn)	1.1	14	11	-1	2	14	106	0	4
COc1ccc(CC(=O)NNS(=O)(=O)c2ccccc2[N+](=O)[O-])cc1	0.4	6	8	0	-2	5	116	-3	12
CCOC(=O)C(NC(C)=O)(N1CCc2ccccc2C1)C(F)(F)F (stereo not drawn)	-0.2	8	-5	-4	-4	7	96	-2	-3
CCOC(=O)Nc1c(C(=O)OC)[nH]c2cccc(OC)c12	0.2	8	-4	-2	0	8	102	-4	1
O=C(NC1CCS(=O)(=O)C1)c1cccnc1 (stereo not drawn)	-0.6	-1	2	-4	2	1	91	-2	2
CN(C)S(=O)(=O)Oc1ccsc1C(=O)Nc1cccc(Cl)c1	4.1	2	0	-2	0	-11	104	-4	-15
COc1ccc(C2SCCN2S(=O)(=O)c2ccccc2)cc1OC (stereo not drawn)	-0.8	12	4	-3	-4	14	94	-2	7
C=CCN(C(=O)Nc1ccc(Cl)cc1)C1CC(=O)N(c2ccc(OC)cc2)C1=O (stereo not drawn)	1.4	-2	1	-4	-4	-9	114	-6	1
CCOCCn1c2ccccc2c2nc3ccccc3nc21	-1.4	13	-2	3	8	11	94	-3	9
Cc1nc2ccccc2n1C(=O)c1ccccc1[N+](=O)[O-]	-1.7	4	-3	-5	2	-3	103	-1	18
CCS(=O)(=O)N1CCN(c2ccc([N+](=O)[O-])c(NCc3ccccc3)c2)CC1	3.5	-4	5	3	2	-25	75	-5	-1
CC(=C1C(=O)c2ccccc2C1=O)N1CCc2ccccc2C1	3.8	3	-5	-4	3	-4	117	0	9
Cc1ccc(S(=O)(=O)CCC(=O)NCc2ccccc2)cc1	-2.1	-1	3	-4	2	4	103	-1	10
COc1ccc(S(=O)(=O)NCCSc2ccccc2)cc1OC	-1.8	-8	5	-3	2	12	99	1	9
COc1ccc(NC(=S)Nc2ccc3nc(C)c(C)nc3c2)cc1	1.5	4	2	-3	1	1	101	-1	-1
O=C1C=C(NCc2ccc3c(c2)OCO3)CC(c2ccccc2)C1 (stereo not drawn)	1.8	61*	-5	-1	-3	10	97	-5	2
COc1ccc(CCN2CC3=C(C2=O)C(c2ccccc2)NC(=O)N3C)cc1OC (stereo not drawn)	0.3	22	4	0	2	-17	109	-1	3
O=C(CNC(=O)c1cccc(Cl)c1)Nc1ccc(F)c(F)c1F	1.2	8	0	-1	7	6	106	-1	-9
Fc1ccc(CSc2nc3ncc(Br)cc3[nH]2)cc1	2.0	5	32	0	2	3	109	8	-21
Cc1ccc2nc(N(CCCN(C)C)C(=O)COc3ccc(Cl)cc3)sc2c1	0.3	-2	-6	2	-1	-6	82	-2	-10
FC(F)(F)c1cc(-c2ccco2)nc(N2CCN(c3ccccc3)CC2)n1	-2.1	-11	-4	-2	5	15	102	1	6
Cc1cc(C)cc(C(=O)NC(CC(N)=O)c2ccc(N3CCC(N4CCCCC4)CC3)c([N+](=O)[O-])c2)c1 (stereo not drawn)	-4.3	0	-15	-5	-9	9	109	-3	-1

Some of these compounds in order of formula weight, high to low:
SMILES	PP5 inh	GASC-1 inh	core dimer inh	PP1 inh	CTSL1 counter	ZTA counter	CR mimetic SO	TPT1 inhibitor	EBNA-1 inhibitor
Cc1cc(C)cc(C(=O)NC(CC(N)=O)c2ccc(N3CCC(N4CCCCC4)CC3)c([N+](=O)[O-])c2)c1 (stereo not drawn)	-4.3	0	-15	-5	-9	9	109	-3	-1
C=CCN(C(=O)Nc1ccc(Cl)cc1)C1CC(=O)N(c2ccc(OC)cc2)C1=O (stereo not drawn)	1.4	-2	1	-4	-4	-9	114	-6	1
Fc1ccc(CSc2nc3ncc(Br)cc3[nH]2)cc1	2.0	5	32	0	2	3	109	8	-21
CC(=C1C(=O)c2ccccc2C1=O)N1CCc2ccccc2C1	3.8	3	-5	-4	3	-4	117	0	9

Later entries.
SMILES	PP5 inh	GASC-1 inh	core dimer inh	PP1 inh	CTSL1 counter	ZTA counter	CR mimetic SO	TPT1 inhibitor	EBNA-1 inhibitor
Cc1ccc(CCNS(=O)(=O)c2ccc3c(c2)N(C)CCO3)cc1	2.3	4	12	-2	-1	8	101	3	2
COCCn1c(=O)[nH]c2cc(C(=O)NCC3CCCO3)ccc2c1=O (stereo not drawn)	1.6	15	0	5	1	1	91	-1	-13
CC(=O)Nc1ccc(S(=O)(=O)n2cnc3cc(C)c(C)cc32)cc1	-2.3	10	-7	-4	0	23	94	-2	4
COc1ccc2c(c1)O/C(=C\c1ccco1)C2=O	0.8	-18	-4	1	0	-7	106	0	-5
COc1cc2c3c(c1)C(C)=CC(C)(C)N3C(=O)C2=O	0.4	-4	1	5	-3	11	102	-1	-4
Cc1ccc2c(c1)sc1nc(=O)n(-c3ccc(Cl)c(Cl)c3)c(=O)n12	0.6	6	2	0	0	3	105	-1	1
COc1ccc(N2CCN(C(=O)CCNC(=O)c3ccc(Br)cc3)CC2)cc1	0.2	-7	5	-1	-6	-8	109	0	-12
C/C(=N\NC(=O)c1nnn(-c2nonc2N)c1C(C)C)c1ccc2ccccc2c1	-1.2	-2	21	0	0	5	103	-2	2
O=C1c2cccc3cccc(c23)C(=O)N1c1cccnc1	0.6	14	2	1	0	6	i	11	-4
O=C(COc1ccc2ccc(=O)oc2c1)NCCCn1ccnc1	3.1	3	2	1	-2	7	83	-1	0
O=C1[C@@H]2C(Cc3ccc(O)cc3)NC3(C(=O)Nc4ccc(F)cc43)[C@@H]2C(=O)N1c1ccccc1 (stereo partly drawn)	2.5	-8	-2	-1	7	-9	75	-2	0
CCOc1c(Br)cc(C2CC(=O)Nc3cc(OC)c(OC)cc32)cc1OC (stereo not drawn)	4.5	-7	-10	4	0	-9	100	1	-9
Cn1ncc(Br)c1C(=O)N1CCc2ccccc21	4.4	-4	0	-1	-3	-2	97	-1	-1
O=C(/C=C/c1c(F)cccc1Cl)c1ccc(O)cc1	-1.8	1	-5	2	1	-9	89	1	-2
COc1ccc(NC(=O)CN(C)CC(=O)Nc2cccc(F)c2)cc1Cl	2.2	0	1	-4	0	-2	112	0	4

In another format: entries from further up
structure,PP5 inh,GASC-1 inh,core dimer inh,PP1 inh,CTSL1 counter,ZTA counter,CR mimetic SO,TPT1 inhibitor,EBNA-1 inhibitor
COc1ccc2c(c1)O/C(=C\c1ccco1)C2=O,0.8,-18,-4,1,0,-7,106,0,-5
COc1cc2c3c(c1)C(C)=CC(C)(C)N3C(=O)C2=O,0.4,-4,1,5,-3,11,102,-1,-4

Continuation:
SMILES	PP5 inh	GASC-1 inh	core dimer inh	PP1 inh	CTSL1 counter	ZTA counter	CR mimetic SO	TPT1 inhibitor	EBNA-1 inhibitor
O=[N+]([O-])c1cnc(Sc2ccncn2)s1	0.5	-8	0	0	6	-13	112	-2	-20
Cn1c(SCC(=O)NCc2ccco2)nnc1-c1ccccc1	0.1	7	-11	-5	-3	2	100	3	-2
O=C(Nc1ccc2[nH]ccc2c1)c1cccs1	-0.2	2	-2	-1	-2	-14	92	-1	2
COC(=O)C1=C(C)Nc2c(c(=O)n(C)c(=O)n2C)C1c1cccnc1 (stereo not drawn)	3.3	3	-4	1	1	1	105	0	7
CCCCC(=Nc1ccccc1OC)C1=C(O)CC(c2ccccc2)CC1=O (stereo not drawn)	-0.2	-9	4	-1	2	-5	89	0	3
Cc1ccc(S(=O)(=O)N2[C@@H](c3ccccc3)C(C(=O)O)=CC[C@H]2c2ccc(C(C)C)cc2)cc1	4.4	11	19	15*	4	0	86	-1	9
CC(C)C(NC(=O)CN1C(=O)c2ccccc2S1(=O)=O)C(C)C	-7.8	-21	10	-9	5	-8	100	-3	-5
CC(C)c1ccc(NC(=O)COc2ccc(F)cc2C(=O)c2cnn(-c3ccccc3)c2)cc1	1.2	1	1	2	1	-2	98	4	-2
O=C(CS(=O)(=O)c1c[nH]c2ccccc12)NC1CCCCC1	-0.1	4	-2	-3	-2	0	123	-3	4
O=C(C1CCCN(S(=O)(=O)c2cccc3cccnc23)C1)N1CCN(c2ccccc2F)CC1 (stereo not drawn)	-2.1	1	0	-3	-2	13	93	-7	6
Cc1[nH]c(C)c(S(=O)(=O)N2CCN(c3cccc(C(F)(F)F)c3)CC2)c1C(=O)N1CCCCC1	6.0	30	-2	2	-1	-3	99	0	-5
CCn1cc(Br)c(C(=O)Nc2ccc(Cl)c(Cl)c2)n1	5.6	12	-1	-2	0	-4	105	2	-8
OCCNCCOCCOc1ccccc1-c1ccccc1	1.3	0	-10	-12	-8	-2	77	-1	1
COc1ccc(CCNC(=O)c2cccs2)cc1	-1.9	3	-5	-1	-5	-2	108	0	-12
